# KCNQ1 act – potentiates or activates the human KCNQ1 potassium channel; CHO-K1 KCNQ1, thallium flux FluxOR fluorescence; hits give high values; B-score at 10 µM; hit rate 0.35% among 310,000; AID 2648;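 active means fluorescence ratio B-score, a plate-corrected score, at least three library SD, with initial intensity B-score within 5 SD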
# Target sequence (P51787 whole entry, looked up): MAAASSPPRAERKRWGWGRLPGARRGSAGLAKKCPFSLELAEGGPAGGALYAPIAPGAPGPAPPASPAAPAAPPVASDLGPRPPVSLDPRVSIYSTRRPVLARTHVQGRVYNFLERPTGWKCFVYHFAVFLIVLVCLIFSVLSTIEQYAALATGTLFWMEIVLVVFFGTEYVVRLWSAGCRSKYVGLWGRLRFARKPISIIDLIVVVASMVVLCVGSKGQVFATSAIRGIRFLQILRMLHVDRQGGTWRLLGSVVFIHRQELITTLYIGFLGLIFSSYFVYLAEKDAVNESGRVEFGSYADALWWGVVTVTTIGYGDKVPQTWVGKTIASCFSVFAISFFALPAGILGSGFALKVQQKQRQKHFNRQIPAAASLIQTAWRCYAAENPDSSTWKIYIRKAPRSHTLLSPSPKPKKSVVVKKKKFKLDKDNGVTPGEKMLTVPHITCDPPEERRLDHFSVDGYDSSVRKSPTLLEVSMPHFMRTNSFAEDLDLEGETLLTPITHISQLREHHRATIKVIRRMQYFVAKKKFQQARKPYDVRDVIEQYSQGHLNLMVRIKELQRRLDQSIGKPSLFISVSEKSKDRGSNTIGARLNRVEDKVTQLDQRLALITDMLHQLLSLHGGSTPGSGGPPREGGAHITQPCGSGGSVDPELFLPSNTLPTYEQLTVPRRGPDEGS
#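 Schedule – 37 °C overnight plating, 90-min dark dye load, 20-min compound pretreatment · System – stable KCNQ1 CHO-K1 line · Probe or stimulus – thallium- and potassium-containing depolarizing buffer · Measured by – kinetic FluxOR fluorescence, 10 s baseline plus 110 s post-stimulus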
# Dyrk1A ADPGlo – inhibitors of rat Dyrk1A kinase | AID 504441 | ADP-Glo luminescence, NFATc1 peptide | hit rate 0.43% among 310,000 | inhibition, % at 12.5 µM; in the data active means inhibition above about 50%;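 further: plate controls were vehicle with enzyme for no effect and no enzyme for full effect; many of its hits are not listed in these tables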
# RGS4 pot – potentiators or activators of RGS4. HEK293 M3R/inducible RGS4, carbachol calcium flux Fluo4; hits give low values. B-score at 10 µM. hit rate 0.92% among 310,000. AID 463111;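 active means B-score of the integrated calcium signal more than 4 SD below the library mean, with starting fluorescence not abnormally high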;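 further: negative B-score means reduced calcium response which marks RGS4 activation or potentiation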
#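 Also added: carbachol at ECmax as muscarinic agonist stimulus; Assay system: HEK293 cells with stable M3R and inducible RGS4; Timing: overnight RGS4 induction, 30 min dye load 37 °C, 20 min compound RT; Measured by: Fluo4-AM (2 µM) calcium-flux fluorescence, kinetic read.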
# KCNK9 inh – blocks the human KCNK9 two-pore domain potassium channel | AID 488922 | hit rate 1.2% among 310,000 | Q9NPC2 | HEK293 KCNK9, FluxOR thallium flux fluorescence; hits give low values | B-score at 10 µM;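 active means ratio B-score over 3 SD below the library mean, with starting fluorescence within 5 SD of its mean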;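 further: negative B-score means less thallium flux so channel inhibition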
# RGS4 block – human RGS4 inhibition. hit rate 0.45% among 310,000. B-score at 10 µM. HEK293 M3R/RGS4 inducible, Fluo-4 calcium flux; hits give high values; triggered by carbachol at its EC20. P49798;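 active means B-score, a plate-corrected calcium signal, over three deviations above library mean, with baseline fluorescence within five deviations of library mean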;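 further: RGS4 expression induced by doxycycline in cells with stable M3 receptor; B-score is computed from the integrated fluorescence ratio over baseline after carbachol; higher B-score means a larger calcium signal and so more RGS4 inhibition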
# KCNK3 block – human KCNK3 channel inhibition, primary screen | CHO-KCNK3 thallium flux, FluxOR fluorescence; hits give low values | B-score at 10 µM | hit rate 0.84% among 340,000 | AID 602410;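 active means B-score under library mean minus 4 SD, starting fluorescence ratio at most library mean plus 5 SD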;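 further: more negative B-score means stronger inhibition of thallium flux through KCNK3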
# GSK3 alpha inh – inhibitors of human GSK-3 alpha kinase; ADP-Glo luminescence, 60 min; inhibition, % at 10 µM; hit rate 0.1% among 320,000; AID 2650;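 in the data active means inhibition above about 50%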;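 further: GST-tagged GSK-3 alpha with peptide substrate and 25 µM ATP; 0% = DMSO neutral wells and 100% = GW8510 positive control wells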
# hERG rescue – hERG (human) protection from proarrhythmic block. hit rate 0.51% among 310,000. Q12809. CHO-hERG, FluxOR thallium flux, dofetilide IC70 present. activation (rescue from dofetilide block), less the hit threshold, % at 10 µM;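 active means activation above the mean of controls blocked by dofetilide plus 5 SD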;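 further: thallium influx through hERG after potassium depolarization seen as dye fluorescence rise; in these data hits start at about 4.7%; inactives centre near -7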
# KCNQ1 inh – inhibitors of human KCNQ1 potassium channel; B-score at 10 µM; hit rate 1.3% among 310,000; P51787; AID 2642; CHO-K1 KCNQ1, FluxOR thallium flux fluorescence; hits give high values;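 active means compounds whose thallium flux B-score, printed positive for inhibition, exceeds three library SD while starting fluorescence stays within three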;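 further: channel opened by potassium depolarization with thallium stimulus after 20 min compound exposure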
# PolyA inhibitor – blocks polyadenylation in yeast reporter cells; S. cerevisiae SKY197-pL101 polyadenylation reporter, beta-gal luminescence; efflux-impaired pdr1/pdr3 knockout yeast; score 100 = 6 SD above DMSO; calls only at 12 µM; hit rate 0.02% among 300,000;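 active means lowest replicate activity score at least 50, where 100 means six control SD above control mean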;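 further: yeast exposed to compound for 9 h at 30 °C; higher score means more reporter readthrough which indicates perturbed polyadenylation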
# GSK3beta inhib – blocks human GSK3beta kinase activity; hit rate 0.038% among 300,000; P49841; activity score (negative = inhibition), % at 10 µM; GST-GSK3beta kinase, ADP-Glo luminescence, 60 min; hits give low values;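 active means more than half of replicate wells score below -50%, meaning over 50% inhibition versus plate controls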;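 further: 0% = median DMSO wells and -100% = median GW8510 positive control wells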
# Target sequence (P49841 whole entry, looked up): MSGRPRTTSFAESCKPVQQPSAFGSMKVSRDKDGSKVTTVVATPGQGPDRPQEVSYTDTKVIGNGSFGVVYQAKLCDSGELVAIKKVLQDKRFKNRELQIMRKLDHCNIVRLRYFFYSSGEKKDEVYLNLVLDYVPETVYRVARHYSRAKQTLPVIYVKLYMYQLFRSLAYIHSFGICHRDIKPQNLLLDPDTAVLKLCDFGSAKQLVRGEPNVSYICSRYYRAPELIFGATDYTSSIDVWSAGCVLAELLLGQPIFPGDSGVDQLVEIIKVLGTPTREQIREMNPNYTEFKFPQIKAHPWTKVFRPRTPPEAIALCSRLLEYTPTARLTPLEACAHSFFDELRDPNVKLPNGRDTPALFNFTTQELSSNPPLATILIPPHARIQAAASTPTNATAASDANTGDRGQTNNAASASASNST
#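 Test system: GST-tagged human GSK3beta kinase, cell-free; evaluation: activity score scaled between in-plate DMSO and GW8510 controls; measured by: ADP-Glo luminescence; incubation: 60 min reaction, RT; benchmarks: DMSO and 20 µM GW8510; reagent: peptide substrate plus 25 µM ATP (final); medium: Tris/MgCl2 kinase buffer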
# An asterisk follows results filed as active; i = inactive; x = not tested or not shown. These rows are one share of the data (hit frequency here may not be typical).
SMILES,KCNQ1 act,Dyrk1A ADPGlo,RGS4 pot,KCNK9 inh,RGS4 block,KCNK3 block,GSK3 alpha inh,hERG rescue,KCNQ1 inh,PolyA inhibitor,GSK3beta inhib
CCOn1c(=O)c(-c2ccc(OC)cc2)[n+]([O-])c2ccccc21,i,5,i,i,i,i,-4,-5,i,i,0
COc1cccc(Nc2nc(NCCO)c3ccccc3n2)c1,i,52*,i,i,i,i,x,-19,i,i,-1
O=C(CCN1CCN(c2ccccc2)CC1)Nc1cccc(Br)c1,i,0,i,i,i,i,15,-19,i,i,-17
CC1CCCCC1NC(=O)c1cn(C)c2ccc(S(=O)(=O)N3CCOCC3)cc2c1=O (configuration not stated),i,x,i,i,i,i,0,-5,i,i,1
COC(=O)Nc1ccc(S(=O)(=O)NC2CCCCC2)cc1,i,-5,i,i,i,i,-3,-10,i,i,-1
CC(C)c1ccc(NC(=O)C2C3C=CC4(O3)C2C(=O)N(CCN2CCOCC2)C4C(=O)NC2CCCCC2)cc1 (configuration not stated),i,-1,i,i,i,i,-1,-5,i,i,0
COc1cc(/C=C/C(=O)NC(C)C)ccc1OCc1ccccc1,i,1,i,i,i,i,-1,-12,i,i,-1
NC(=O)c1sc2nc(-c3ccco3)ccc2c1N,i,47,i,i,i,i,13,-9,i,i,-9
CN(C(=O)CSCC(=O)O)C1CCCCC1,i,-2,i,i,i,i,1,-1,i,i,5
Cc1ccn2cc(CCNS(=O)(=O)c3ccc4c(c3)CCCC4)nc2c1,i,2,i,i,i,i,0,-5,i,i,0
O=C(Nc1ccccc1)c1cccc(N2C(=O)CCC2=O)c1,i,2,i,i,i,i,-2,-6,i,i,2
CCOC(=O)N1CCN(CCC(=O)Nc2ccc(OC)cc2OC)CC1,i,0,i,i,i,i,-3,-1,i,i,-16
CCc1sc(C(=O)Nc2ncccc2C)cc1C,i,4,i,i,i,i,-1,-3,i,i,2
CCOC(=O)CN(C(=O)CN1CCC(n2nnc3cc(C)ccc32)CC1)c1ccccc1,i,18,i,i,i,i,-3,-11,i,i,1
C=C(C)CN(CC)C(=O)CC1C(=O)NCCN1CC(C)(C)C (configuration not stated),i,-5,i,i,i,i,-2,-9,i,i,2
CC(=O)NNc1ncnc2c1cnn2-c1ccc(C)cc1,i,2,i,i,i,i,-3,-19,i,i,1
Cc1ccc(-c2c(C(=O)NCc3ccccc3)oc(=O)c3ccccc23)cc1,i,7,i,i,i,i,1,-5,i,i,-1
COc1ccc(S(=O)(=O)N2CCNC(=O)CC2)cc1,i,-1,i,i,i,i,-7,-4,i,i,-1
CCN(CC)S(=O)(=O)c1ccc(C(=O)Oc2coc(CSc3nc(C)cc(C)n3)cc2=O)cc1,i,0,i,i,i,i,-1,-9,i,i,-2
COc1ccc2cc(C3C(C#N)=C(N)OC(C)=C3C(C)=O)c(Cl)nc2c1 (configuration not stated),i,0,i,i,5.6*,i,-2,-6,i,i,-1

# In another format: results already given.
mol | KCNQ1 act | Dyrk1A ADPGlo | RGS4 pot | KCNK9 inh | RGS4 block | KCNK3 block | GSK3 alpha inh | hERG rescue | KCNQ1 inh | PolyA inhibitor | GSK3beta inhib
COc1cccc(Nc2nc(NCCO)c3ccccc3n2)c1 | i | 52* | i | i | i | i | x | -19 | i | i | -1
O=C(CCN1CCN(c2ccccc2)CC1)Nc1cccc(Br)c1 | i | 0 | i | i | i | i | 15 | -19 | i | i | -17

# Additional entries:
SMILES,KCNQ1 act,Dyrk1A ADPGlo,RGS4 pot,KCNK9 inh,RGS4 block,KCNK3 block,GSK3 alpha inh,hERG rescue,KCNQ1 inh,PolyA inhibitor,GSK3beta inhib
OCCC1CN(Cc2cnc(-c3ccc(Cl)cc3)nc2)CCN1C1CCCC1 (configuration not stated),i,12,i,i,i,i,2,-12,i,i,2
COc1ccc2c(c1)-c1nc(N)sc1CC2,i,-8,i,i,i,i,1,-24,i,i,5
CC(C)CCn1nnnc1C(C(C)C)N1CCC(C(N)=O)CC1 (configuration not stated),i,-3,i,i,i,i,-1,-5,i,i,0
Cc1cccc(NC(=O)Nc2ccc3c(c2)OCO3)n1,i,1,i,i,i,i,1,-4,i,i,2
Cc1cc(NC(=O)CCC(=O)N(c2cccc(F)c2)C(C(=O)NC2CCCC2)c2ccccc2)no1 (configuration not stated),i,-3,i,i,i,i,0,-3,i,i,0
Cc1nc(S/C(=C/c2ccc(-c3cc(Cl)ccc3C)o2)C(=O)O)n[nH]1,i,-4,i,i,i,i,-3,-10,8*,i,0
O=C1CC(N2CCOCC2)C(=O)N1CCN1C(=O)CC(N2CCOCC2)C1=O (configuration not stated),i,1,i,i,i,i,-1,-9,i,i,0
Cc1ccc(S(=O)(=O)n2nc(OC(=O)c3ccco3)cc2N)cc1,i,6,i,i,i,i,-2,-9,i,i,-5
Fc1ccc(CSc2nnc3ccc(-c4ccncc4)nn23)cc1,i,0,i,i,i,i,0,-13,i,i,3
Cc1cccc(NC(=S)N2CCC(C(=O)c3ccc(F)cc3)CC2)c1C,i,-8,i,i,i,i,-1,-13,i,i,0
O=C1c2cccnc2-c2ncccc21,i,11,i,i,i,i,-2,-5,i,i,2
CCOc1ncccc1C(=O)N(C)CC(=O)Nc1ccc(C)cc1,i,-1,i,i,i,i,-1,-13,i,i,2
CC(C(=O)Nc1ccc2c(c1)OCO2)c1ccc([N+](=O)[O-])cc1 (configuration not stated),i,-5,i,i,i,i,-2,-18,i,i,-4
CN(c1ccccc1)c1ccc(/C=N/NC(=O)CC#N)cc1,i,-4,i,i,i,i,-4,-5,i,i,0
O=C(NCCOC(=O)c1ccc(Cl)cc1)c1cccnc1,i,3,i,i,i,i,-2,-5,i,i,0
Cc1ccc(-c2nc(-c3ccc(Cl)cc3)sc2CC(=O)O)c(C)c1,i,-4,i,i,i,i,-9,-23,i,i,4
COc1ccc2c(c1)CCc1cc(C(=O)N3CCN(c4ccc(N5CCOCC5)nn4)CC3)sc1-2,i,7,i,i,i,i,-1,-4,i,i,1
Cc1ccc(S(=O)(=O)NCCNC(=O)C2CCCNC2=O)cc1 (configuration not stated),i,-4,i,i,i,i,-1,-2,i,i,0
COc1ccc(CCNC(=O)C/C(C)=N/NC(=O)C2CCCCC2)cc1OC,i,-3,i,i,i,i,0,-4,i,i,-15
CC(=O)Nc1c(O)nc(SCC(=O)Nc2sc3c(c2C#N)CCCCCC3)[nH]c1=O,i,-3,i,i,i,i,0,-5,i,i,4
COc1ccc(C(=O)NCC(C)NC(=O)c2ccc(OC)c(OC)c2)cc1OC (configuration not stated),i,x,i,i,i,i,0,-9,i,i,2
O=[N+]([O-])c1cccc2ncccc12,i,-5,i,i,i,i,3,-10,i,i,-2
O=C(Nc1ccccc1)c1ncoc1-c1ccc(Cl)cc1,i,x,i,i,i,i,-1,-9,i,i,3
O=C(NCN1C(=O)C2C3C=CC(C3)C2C1=O)OC1CCCCC1 (configuration not stated),i,2,i,i,i,i,-1,-2,i,i,1
Cc1ccc(S(=O)(=O)N2CCC(C(=O)N3CCC[C@H]3C(=O)NCc3ccccc3)CC2)cc1,i,-2,i,i,i,i,-2,-12,i,i,3
CS(=O)(=O)N(CC(=O)NCCSC1CCCCC1)c1ccc2c(c1)OCO2,i,13,i,i,i,i,0,-3,i,i,3
Cc1ccccc1/C(N)=N/OC(=O)c1ccc(F)cc1,i,-4,i,i,i,i,0,-8,i,i,-5
O=C(CCCc1ccccc1)NCCCc1ccccc1,i,-5,i,i,i,i,2,0,i,i,-5
Cc1ccc(S(=O)(=O)NCCCCCC(=O)NCCc2ccccc2)cc1,i,-6,i,i,i,i,1,-8,i,i,-3
O=C(/C=C/c1ccc(F)cc1)N1CCN(Cc2ccccc2)CC1,i,x,i,i,i,i,-3,-5,i,i,4
O=C(CN1CCN(Cc2ccc(F)cc2)CC1)NCCc1ccccc1,i,11,i,i,i,i,-1,-10,i,i,3
O=C(COc1ncnc2ccccc12)c1ccc(Cl)cc1,i,6,i,i,i,i,-2,-8,i,x,-2
C/C(=N\NC(=S)NCc1ccccc1)c1ccccc1F,i,1,i,i,i,i,-3,-5,i,i,-2
O=c1c2ccccc2nc(/C=C/c2cccc([N+](=O)[O-])c2)n1CCCO,i,1,i,i,i,i,-3,-16,i,i,2
Cc1cc(C)[n+](-c2ccc(C(C)C)cc2)c2[nH]c(=O)[nH]c(=O)c12,i,-10,-9*,i,i,i,1,-9,i,i,-4
CC1Oc2ccccc2N(CC(=O)NC2CCCCC2)C1=O (configuration not stated),i,-1,i,i,i,i,-2,-8,i,i,1
CCCCn1c(N)c(N(CCC(C)C)C(=O)c2ccc(COc3ccccc3)o2)c(=O)[nH]c1=O,i,2,i,i,i,i,1,-8,i,i,1
O=C(C1=C(O)C(=O)N(CCN2CCOCC2)C1c1cccc(O)c1)c1cc2ccccc2o1 (configuration not stated),i,-2,i,i,i,i,x,-9,i,i,-1
COc1ccc(-n2nnnc2SCC(=O)Nc2ccc(OC)cc2OC)cc1,i,x,i,i,i,i,-1,-4,i,x,3
CCCOc1ccccc1/C=C1\SC(N2CCCCC2)=NC1=O,i,-4,i,i,i,i,-3,-6,i,i,0
Cc1nc(NC(=O)COc2ccc(Cl)cc2)sc1C(=O)N(C)C,i,x,i,i,i,x,-4,-3,i,i,-2
OC(CN1CCN(c2cccc(C(F)(F)F)c2)CC1)c1c[nH]c2ccccc12 (configuration not stated),i,6,i,i,i,i,-9,-2,i,i,3
CCOC(=O)Cc1cc(=O)n2[nH]c(-c3ccccc3)c(-c3ccccc3)c2n1,i,-6,i,i,i,i,-2,-1,i,i,-3
CCN1C(=O)CC(N2CCC(Nc3ccc(F)cc3)CC2)C1=O (configuration not stated),i,-8,i,i,i,i,-1,-3,i,i,12
COc1ccccc1-n1c(CNc2c(C)cccc2C)nnc1SCC(=O)N1CCOCC1,i,-4,i,i,i,i,1,-5,i,i,6
COc1ccccc1-c1cc(C(F)(F)F)nc(N2CCCC2)n1,i,-5,i,i,i,i,x,-12,i,i,1
Cc1ccc2cc(CN(Cc3ccco3)C(=O)C3CCCCC3)c(=O)[nH]c2c1C,i,6,i,i,i,i,2,-9,i,i,-2

# Screening results deposited in PubChem BioAssay by several laboratories.
